Assay outcomes: PubChem, several laboratories
SDO1 yeast rescue: growth rescue of sdo1-depleted yeast, primary screen, S. cerevisiae, bone marrow failure model | S. cerevisiae sdo1-depleted JHY4D growth rescue, OD600 30 h; stronger effect = higher value; pdr5 snq2 efflux-pump mutant strain | z-score at 10 µM | 140,000 tested, 0.21% active;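 active means z-score above 3 at both the 24 hr and the 30 hr optical density reads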;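 further: z-score against mean and SD of all compound wells on the same plate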
INS promoter inh: inhibitors of insulin promoter-driven GFP, primary screen, imaging, TRM-6 cells (human fetal islet line), eGFP reporter, cell count; inhibition, % at 2 µM; reporter expression induced with tamoxifen; 130,000 tested, 0.9% active;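 active means inhibition above the mean plus 3 SD, with well images judged a real hit on visual review, cut at about 60% in these data, passing the limit was not always enough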
SDO1 yeast rescue Rescue 24 h: second read-out of SDO1 yeast rescue, no call of its own (marks repeat the call); z-score; S. cerevisiae sdo1-depleted JHY4D growth rescue, OD600; measured here: growth rescue at 24 h;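 0 is the plate mean of compound wells and units are plate SD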
* = called active by the depositor; . = no result given; [ ] = remark or other dose. This is a subset, so the mix of outcomes need not match the whole.

smiles	INS promoter inh	SDO1 yeast rescue Rescue 24 h	SDO1 yeast rescue
COc1cc(CNCc2ccccn2)ccc1OCc1cccc(Cl)c1	-25	4.8*	7.7*
CCCCNC(=O)c1onc(CSc2ccc(F)cc2)c1C(=O)O	14	0.05	0.69
O=C(CCC(=O)Nc1ccccc1)NNC(=O)c1ccco1	-42	0.11	0.65
CCCCCCC(=O)Nc1nc(C)c(-c2csc(Nc3ccc(Cl)cc3)n2)s1	9	-0.95	-1.8
NNc1nc(-c2ccccc2)cs1	45	.	.
O=c1c2ccccc2nnn1CSc1ccccc1	.	0.24	0.22
O=C(CCCN1C(=O)c2ccccc2C1=O)NCC1CCCO1 (stereo not given)	-11	3.2	2
C=CCSC1=C(C#N)C(c2ccccc2Cl)CC(=O)N1 (stereo not given)	-105	-0.04	0.3
Cn1c(=O)c2c(nc(Sc3n[nH]c(N)n3)n2Cc2ccccc2Cl)n(C)c1=O	.	0.15	0.32
CN1CCN(C(=S)Nc2ccc(Cl)cc2)CC1	-65	.	.
N#CC1=C(S)N=C(N)C(c2nc(-c3ccccc3)cs2)C12CCCCC2 (stereo not given)	.	3.9	2.6
Cn1c(SCC(=O)Nc2ccc3nc(SCC(=O)N4CCCC4)sc3c2)nnc1-c1ccccc1	.	0.81	0.06
CN(C)C(=O)[C@@H]1C[C@H]1[C@@H](NC(=O)OCc1ccccc1)c1ccccc1	10	-0.81	0.1
O=C(CSc1n[nH]c(-c2ccccc2)n1)Nc1ccc(Br)cn1	68	-0.56	-1.2
Cc1noc(C)c1CSc1nnc(-c2ccncc2)n1-c1cccc(Cl)c1C	.	-0.93	-1
CCOc1ccccc1C(=O)N/N=C/c1cccc2cccnc12	-10	-0.32	0.11
CC1CCc2sc(NC(=S)NC(=O)c3ccccc3)c(C#N)c2C1 (stereo not given)	-17	1.9	1
COc1ccc(C(=O)NCc2ccc3[nH]c(C)cc3c2)cc1OC	33	.	.
CCOC1=NN(c2ccccc2)C(=O)/C1=C\N(C)C	31	.	.
COc1ccc(CNC(=O)Cn2cc([N+](=O)[O-])nc2C)cc1	-33	0.59	1.5
COCCn1c(N)c(C(=O)Nc2sc3c(c2C(=O)OC)CCCC3)c2nc3ccccc3nc21	-45	-0.46	-0.52
CC(C)CNC(=S)NC(=O)c1ccccc1Cl	0	0	-0.28
O=C(NCc1csc(-c2ccccc2)n1)c1ccco1	.	-0.13	0.12
CC(=O)C1=C(C)NC(=O)NC1c1ccccc1 (stereo not given)	-145	-0.75	-0.32
Cc1cccc(NC(=O)Cc2coc3ccc4ccccc4c23)n1	-15	-1.6	-2.2
CCc1nnc(NS(=O)(=O)c2ccc(NC(=S)NC(=O)c3ccc(Br)cc3)cc2)s1	8	-0.88	0.28
Cc1cc(NC(=O)CCC2CCCCC2)no1	5	-0.3	-0.2
O=C(NC1CCCC1)C1CCC(CNS(=O)(=O)c2cccs2)CC1 (stereo not given)	28	-0.6	-0.26
CCOC(=O)c1ccc(NC(=O)CCOc2ccccc2)cc1	0	1.1	0.37
c1ccc2c(-c3cc(C4CCNCC4)[nH]n3)cccc2c1	-22	.	.

In the list so far, these contain an aryl thioether with sulfur outside any ring.
smiles	INS promoter inh	SDO1 yeast rescue Rescue 24 h	SDO1 yeast rescue
CCCCNC(=O)c1onc(CSc2ccc(F)cc2)c1C(=O)O	14	0.05	0.69
O=c1c2ccccc2nnn1CSc1ccccc1	.	0.24	0.22
Cn1c(=O)c2c(nc(Sc3n[nH]c(N)n3)n2Cc2ccccc2Cl)n(C)c1=O	.	0.15	0.32
Cn1c(SCC(=O)Nc2ccc3nc(SCC(=O)N4CCCC4)sc3c2)nnc1-c1ccccc1	.	0.81	0.06
O=C(CSc1n[nH]c(-c2ccccc2)n1)Nc1ccc(Br)cn1	68	-0.56	-1.2
Cc1noc(C)c1CSc1nnc(-c2ccncc2)n1-c1cccc(Cl)c1C	.	-0.93	-1

Later entries
smiles	INS promoter inh	SDO1 yeast rescue Rescue 24 h	SDO1 yeast rescue
C=CCSc1ccsc1C(=O)O	-31	-0.18	0.2
O=C(Nc1nnc(C2CC2)s1)c1cccc(S(=O)(=O)N2CCc3ccccc32)c1	-9	0.38	-0.27
O=C(Nc1ccccc1)N1C(=O)C2(OCCO2)c2ccccc21	18	2.5	2
CCOc1cc(N2CCOCC2)c(OCC)cc1NC(=O)c1ccc(OCc2c(C)noc2C)c(OC)c1	-10	0.94	0.9
COc1ccnc(Oc2ccc(F)cc2)c1-c1ncn[nH]1	-71	.	.
Cc1c(C(=O)O)oc2c1ccc1ccccc12	45	0.99	0.75
N#CCCn1cc(/C=C(\C#N)c2nc3ccccc3s2)c(-c2ccc(F)cc2)n1	74*	-0.93	-1.6
Cn1ncc(C#N)c1/N=C/N(Cc1ccccc1)Cc1ccccc1	-13	0.23	-0.92
Cc1cc(=O)n2nc(N3CCCC(C(=O)NCCC4=CCCCC4)C3)sc2n1 (stereo not given)	-6	0.74	1.2
CC(=O)Oc1ccc(NC(=O)C2CCCCC2)c(C(=O)O)c1	.	-0.45	0.07
CCOC(=O)c1ccc(-n2c(=O)[nH]c3ccccc3c2=O)cc1	-10	-0.98	-1.3
CCOc1ccccc1/C=N/NC(=O)CNC(=O)c1ccc(S(=O)(=O)N2CCOCC2)cc1	30	1.4	0.94
CCOC(=O)Cc1nnn(CC(=O)OCC)n1	50	1.2	1.7
N#C/C(C(=O)c1ccccc1)=C1/CCCCCN1	11	-0.94	-0.52
CCOC(=O)c1ccc(NC=C2C(=O)OC3(CCCCC3)OC2=O)cc1	-23	0.69	0.33
Cc1cc2c(c(=O)n1CC1CCCO1)C(c1ccco1)C(C#N)=C(N)O2 (stereo not given)	-64	-0.06	0.6
Cc1ccc(-c2cc(-c3ccccc3)no2)c(O)c1	.	0.18	0.53
Cc1cc2cc(CNC(=O)c3cc4ccccc4o3)ccc2n1C	.	0.41	0.45
CN(C(=O)C1CCOC1)c1nnc(-c2ccncc2)s1 (stereo not given)	25	-0.12	0.52
Cc1ccc(S(=O)(=O)CCC(=O)N2CCN(c3ccc(Cl)cc3)CC2)cc1	-2	-0.3	-0.29
CC(C(=O)N1CCc2ccccc21)N1CCc2ccccc2C1 (stereo not given)	16	0.64	0.53
COc1ccc(/C=N/NC(=O)CCn2c3ccccc3c3ccccc32)cc1OC	30	-1.2	-0.41
O=S(=O)(/N=C(/Nc1ccc(F)cc1F)c1ccc(Cl)cc1)c1ccccc1	25	-0.04	-0.75
CCOC(=O)c1c(NC(=O)CCC(=O)NCc2ccco2)sc2c1CCCC2	.	0.33	0.08
COc1ccc(S(=O)(=O)N(CC(=O)NCc2ccco2)C2CCCCC2)cc1OC	.	-0.89	-0.5
C/C(=N\NC(=O)c1ccc(Cl)cc1)c1ccc(Br)s1	.	-0.36	-0.6
CC(=O)Nc1ccc(Oc2ncccn2)cc1	-5	0.08	0.3
COc1cc2c(C(=O)N3CCCc4ccccc43)cn(C)c(=O)c2cc1OC	-4	0.69	1.5
CCCCCOC(=O)C1=C(C)Nc2ncnn2C1c1cccs1 (stereo not given)	-8	-1.7	-1.5
Cc1nn(-c2ccccc2)c(CC(C)(C)C(=O)O)c1C(=O)O	-184	0.58	-0.25
Cc1ccccc1NC(=O)N1C2CCC1CC(O)(c1cccnc1)C2 (stereo not given)	-14	-0.58	0.02
COc1ccc2ccccc2c1/C=N/NC(=O)c1cccc(Br)c1	-3	-0.78	0.04
Cc1c(C)c(C)c(/C=[N+](/C)[O-])c(C)c1C	-100	-0.01	0.78
CC(C)CCNC(=O)NC(=O)CN1C(=O)NC2(CCCCC2)C1=O	38	-0.54	0.09
O=C(Cn1cc(SCc2ccccc2Cl)c2ccccc21)N1CCOCC1	.	0.25	-0.01
Cn1c(=O)c2c(nc(CN3CCOCC3)n2CCN2CCOCC2)n(C)c1=O	.	-0.02	0.52
CCCC(O)(c1ccc(OC)cc1)C(CN1CCOCC1)c1ccccc1 (stereo not given)	-14	.	.
C=CCc1cc(Cl)ccc1OCCCNC(C)C	.	-0.19	-0.02
COc1ccc(NC(=O)c2c(-c3ccccc3)noc2C)c(OC)c1	-7	-0.31	-0.35
CCOc1ncccc1C(=O)OCC(=O)N1CCN(S(=O)(=O)c2ccccc2)CC1	.	-0.96	0.14
CCC(C)NS(=O)(=O)c1ccc(NC(=O)CCC2CCCCC2)cc1 (stereo not given)	0	-0.83	-0.46
CCOC(=O)CCC(=O)N1CCOCCN(C(=O)CCC(=O)OCC)CCOCC1	.	0.46	0.68
Cc1cccc(C(=O)N/N=C/c2ccc(OC3CSC3)cc2)c1	.	0.85	0.27
Cc1cc(C)n(-c2nc3ccccc3nc2Nc2ccc(CC(=O)O)cc2)n1	.	-1.1	-1.1
COc1ccc(S(=O)(=O)N(C(=O)c2ccncc2)c2ccc3oc4c(c3c2)CCCC4)cc1	21	-0.7	-1.2
COc1cc(-n2c(=O)c3ccccc3n(CC(=O)c3ccc(Br)cc3)c2=O)cc(OC)c1OC	0	.	.
COc1ccc(-n2nc3c(=O)[nH][nH]c3cc2=O)cc1	0	.	.
CCCNC(=O)CN1C(=O)NC2(CCCc3cc(OC)ccc32)C1=O (stereo not given)	16	-1.4	-0.44
NC(=O)c1ccc(OCC(F)(F)C(F)(F)C(F)(F)C(F)(F)C(F)(F)C(F)F)cc1	-36	-0.31	-0.84
COC(=O)c1ccc(NC(=S)NCCC2=CCCCC2)cc1	-10	0.59	0.5
Cn1c(=O)cc(OCC(=O)NCc2ccccn2)c2ccccc21	24	1.8	1.5
COc1ccc(OCC(=O)N/N=C/c2ccc(O[C@@H]3O[C@H](CO)[C@@H](O)[C@H](O)[C@H]3O)cc2)cc1	11	-1.1	-0.71
CCOC(=O)c1[nH]c(COC(=O)C2CC(=O)N(Cc3ccccc3)C2)c(C(=O)OCC)c1C (stereo not given)	-71	3.1*	4.6*
COC(=O)c1cc(OC)c(OC)cc1NC(=O)c1ccc(OC)c(OC)c1	3	-0.91	-0.98
COCCN(CCOC)S(=O)(=O)c1ccc(C(=O)Nc2ccc(S(=O)(=O)Nc3nccc(C)n3)cc2)cc1	18	.	.
Cc1ccccc1NC(=O)CSc1ccsc1[N+](=O)[O-]	40	-0.2	-0.19
CCOC(=O)CNS(=O)(=O)CCN1C(=O)c2ccccc2C1=O	11	-0.38	0.3
Cc1cc(/C=N/n2cnnc2)c(C)n1-c1ccc(OCc2ccc(Cl)cc2Cl)cc1	0	-2	-2.3
Cc1ccc(S(=O)(=O)N(CC(=O)Nc2ccccc2C(=O)O)c2ccccc2C)cc1	40	.	.
O=Cc1ccc(N2CCCCCC2)cc1	.	-2.1	-1.5

Additional records follow.
smiles	INS promoter inh	SDO1 yeast rescue Rescue 24 h	SDO1 yeast rescue
C=CCN(CC=C)Cc1c(C)[nH]c2ccc(C(=O)OCC)cc2c1=O	46	0.06	0.31
CC(C)c1nc2ccccc2n1CC(O)COC1CCCCC1 (stereo not given)	21	.	.
COc1ccc(-n2nnc3c(=O)n(CC(=O)NCC4CCCO4)cnc32)cc1 (stereo not given)	-11	0.43	0.34
Cc1ccccc1OCCn1nc(C(=O)O)c2ccccc2c1=O	.	0.81	-0.12
CC1=C(C(=O)Nc2ccccc2)C2(CCCCC2)C(C(N)=O)C(=S)N1 (stereo not given)	18	0.23	1.9
Cc1ccc(S(=O)(=O)N(CC(=O)N/N=C\c2cccs2)c2cccc3cccnc23)cc1	-253	0.15	-0.48
O=C(Cc1ccccc1)NC(Nc1ccccc1)C(Cl)(Cl)Cl (stereo not given)	-14	-0.11	0
c1ccc(-c2cc3n(c2)CCc2ccccc2-3)cc1	-81	-1.2	-1.2
CC(=O)c1c(C)nn(CC(O)COc2ccc3c(c2)CCC3)c1C (stereo not given)	-23	0.93	0.92
O=C(NC(=S)Nc1nc(-c2cccc([N+](=O)[O-])c2)cs1)c1ccccc1Cl	57	.	.
CCOC(=O)CC1=C(C(=O)OCC)C(c2cccs2)C(C#N)=C(N)O1 (stereo not given)	62	0.82	0.67
O=C(C(c1ccccc1)c1ccccc1)N1CCN(Cc2ccco2)CC1	-237	1.3	0.53
CCc1ccc2[nH]c(=O)c(C(c3nnnn3CCOC)N3CCN(c4ccccc4)CC3)cc2c1 (stereo not given)	16	-0.79	-0.36
c1ccc(-c2nnc(OCc3cccnc3)c3ccccc23)cc1	6	.	.
O=C(CN1C(=O)c2ccccc2S1(=O)=O)N1CCN(c2cccc(Cl)c2)CC1	39	.	.
CCOc1ccccc1NC(=O)C1CCCN(S(=O)(=O)c2cccc3cccnc23)C1 (stereo not given)	.	0.78	-0.02
COC(=O)CCc1c(C)c(C(=O)c2ccco2)c2ccccn12	.	-0.68	0.61
NC(=O)C1CCN(CCC(=O)Nc2ccc(Br)cc2)CC1	.	-0.31	0.01[13.4 µM]
Cc1ccc(NC(=S)NC2CC3CCC(C2)N3Cc2ccco2)cc1C (stereo not given)	.	-0.41	-0.41
O=C(O)/C=C/C(=O)Nc1ccc(S(=O)(=O)N2CCCC2)cc1	-40	.	.
COc1ccc(Cl)cc1CSc1n[nH]c(C)n1	.	-0.92	-1.1
